Source: PubChem BioAssay
FBW7 activator: FBW7 E3 ligase activators, primary screen, biochemical, AlphaScreen, human; F-box/WD repeat-containing protein 7 (Homo sapiens), Q969H0; AlphaScreen FBW7–phospho-cyclin E peptide binding, activator screen; normalized activity (activation), % at 26.1 µM; actives 0.13% (n = 650,000); AID 1259310, 2017; in the data active = normalized activity above about 1.9%;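 also: purified mutant Fbw7 with reduced substrate affinity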
Target sequence (Q969H0 whole entry, looked up): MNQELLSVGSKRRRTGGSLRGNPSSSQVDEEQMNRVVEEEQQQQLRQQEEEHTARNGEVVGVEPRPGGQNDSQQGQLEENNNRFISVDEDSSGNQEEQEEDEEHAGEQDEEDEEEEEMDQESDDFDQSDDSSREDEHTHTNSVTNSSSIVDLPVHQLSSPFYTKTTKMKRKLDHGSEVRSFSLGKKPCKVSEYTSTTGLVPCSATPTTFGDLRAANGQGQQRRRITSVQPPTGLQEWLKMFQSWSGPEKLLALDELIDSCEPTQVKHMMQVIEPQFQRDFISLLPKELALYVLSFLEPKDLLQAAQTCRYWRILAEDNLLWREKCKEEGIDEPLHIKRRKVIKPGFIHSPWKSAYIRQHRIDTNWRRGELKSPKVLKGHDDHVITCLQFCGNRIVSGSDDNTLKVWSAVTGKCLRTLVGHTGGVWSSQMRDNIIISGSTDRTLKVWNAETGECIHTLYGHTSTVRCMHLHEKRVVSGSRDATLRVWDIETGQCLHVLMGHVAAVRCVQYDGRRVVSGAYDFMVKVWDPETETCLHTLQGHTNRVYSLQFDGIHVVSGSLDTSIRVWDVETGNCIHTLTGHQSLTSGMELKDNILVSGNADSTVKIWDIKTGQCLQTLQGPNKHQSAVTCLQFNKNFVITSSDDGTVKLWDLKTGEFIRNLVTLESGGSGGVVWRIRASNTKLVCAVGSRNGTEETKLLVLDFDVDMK
TEAD-YAP block: TEAD-YAP interaction inhibition, primary screen, TEAD-YAP interaction inhibitor project, luminescence, HEK-TIYL cells; TEAD-Gal4/YAP UAS-luciferase luminescence; actives 1.4% (n = 640,000); inhibition, % at 9.12 µM; AID 1259422, 2018; in the data active = inhibition above about 32%;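 also: 0% = median of test compound wells and 100% = reference inhibitor wells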
GPR151 activ: activators of human GPR151, primary screen, cell-based, PathHunter beta-arrestin, luminescence; G-protein coupled receptor 151 (Homo sapiens), Q8TDV0; PathHunter beta-arrestin GPR151 cells; activation, % at 11.2 µM; actives 1% (n = 650,000); in the data active = activation above about 4.9%;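 also: 0% = median of compound wells and 100% = cells with positive control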
Target sequence (Q8TDV0 whole entry, looked up): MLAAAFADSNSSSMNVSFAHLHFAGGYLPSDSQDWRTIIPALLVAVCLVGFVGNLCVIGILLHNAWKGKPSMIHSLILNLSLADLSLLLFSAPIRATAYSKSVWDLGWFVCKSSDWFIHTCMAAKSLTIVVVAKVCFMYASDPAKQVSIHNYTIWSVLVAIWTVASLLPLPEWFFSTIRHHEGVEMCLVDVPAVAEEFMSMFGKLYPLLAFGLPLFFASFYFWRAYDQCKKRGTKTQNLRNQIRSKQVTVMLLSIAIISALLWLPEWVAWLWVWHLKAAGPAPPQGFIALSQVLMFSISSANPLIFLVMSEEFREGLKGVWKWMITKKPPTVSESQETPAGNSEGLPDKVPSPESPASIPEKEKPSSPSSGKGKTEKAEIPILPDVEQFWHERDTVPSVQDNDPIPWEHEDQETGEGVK
MITF inh: MITF inhibitors, primary screen, biochemical, AlphaScreen, human | inhibition, % at 2.6 µM | Microphthalmia-associated transcription factor (Homo sapiens), O75030 | actives 0.91% (n = 650,000) | AlphaScreen MITF homodimerization, bead proximity signal | AID 1259374, 2018; in the data active = inhibition above about 50%;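 also: 0% = vehicle wells with protein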
The depositor's hits bear a star; x = not tested or not shown. Rows are unselected. About 3.4% of those tested had a hit in this group.

Second line of a record – FBW7 activator, TEAD-YAP block, GPR151 activ, MITF inh
C=CCNC(=S)N1CCN(CCN=Cc2c(C)[nH]n(-c3ccc([N+](=O)[O-])cc3)c2=O)CC1
  0.0, 10, -8.9, 2
Cc1ccc(CN2CCNC(=O)C2CC(=O)N2CCC(O)(c3ccccn3)CC2)o1 (centres undefined)
  0.1, -1, 0.6, 11
CC(=O)N1c2ccc(Br)cc2C2(c3ccccc3)N(C(C)=O)c3ccc(Br)cc3C12c1ccccc1 (centres undefined)
  -0.1, 0, 1.4, -8
CC1(C)CC(=O)c2sc(NC(=O)c3ccccc3Br)nc2C1
  -0.2, -10, 0.0, -2
CC1(C)COC2(OC1)C(=O)Nc1ccccc12
  0.1, -5, -0.2, 10
COc1ccc(Cl)cc1NC(=O)CN1CCN(S(=O)(=O)c2ccc(C)c(C)c2)CC1
  -0.1, 3, 1.4, -5
O=C(c1ccccc1)C1(c2ccccc2)OCCCO1
  -0.4, -3, -1.2, -1
COc1ccc(C(=O)NC(C)C)cc1Br
  0.2, -6, 1.4, 11
Cc1ncc(CO)c2cc(C(=O)Nc3ccccc3)c(=Nc3cccc(Cl)c3)oc12
  -0.3, 10, -0.1, 2
COc1cc(OC)c(OC)cc1CN1CCN(Cc2ccc(C)cc2C)CC1
  -0.6, 1, -0.1, 70*
O=C(CSc1ncn[nH]1)N/N=C/c1ccc(C(F)(F)F)cc1
  0.1, -4, -0.3, 15
Cc1cc(C)c(OCC(O)Cn2c(C)nc3ccccc32)c(C)c1 (centres undefined)
  0.1, 35*, 1.6, 7
CCCNc1ccc(C(=O)OCC)cc1[N+](=O)[O-]
  -0.1, -31, 0.1, 11
O=C(COc1cc(Cl)ccc1Cl)N(Cc1ccccc1)c1cccc([N+](=O)[O-])c1
  0.1, 1, -0.6, 12
CC1CCN(C(=O)c2cc3c(s2)-c2ccccc2S(=O)(=O)C3)CC1
  0.2, -25, 0.0, -3
O=C(NCCO)c1cccc(-c2nccnc2NCc2cccs2)c1
  -0.2, 2, -0.3, 10
CCN(CC)c1nc(Nc2ccc(N3CCOCC3)cc2)nc(Nc2ccc3c(c2)OCO3)n1
  -0.1, -5, -0.2, 7
Cc1cc(C)cc(NC(=O)Nc2ccccc2)c1
  0.0, -30, -0.6, -5
C#CCOc1ccc(C2C(C#N)=C(N)Oc3cc(O)ccc32)cc1OC (centres undefined)
  0.0, -3, 3.4, 19
COc1ccc(-n2ncc3c(SCC(=O)NNC(C)=O)ncnc32)cc1
  0.1, -63, -4.3, 1
CCOC(=O)c1ccc(NC(=O)/C(C#N)=C/c2ccc(OC)cc2)cc1
  -0.1, 3, -0.1, 8
COc1ccc(CC(=O)n2nc(C)cc2C)cc1
  -0.1, -10, 0.6, 5
O=Cc1cccc(-c2ccc(NCC3CC3)nc2)c1
  -0.7, -9, 1.5, 9
C[C@H]1CC2C3CCC4=CC(=O)C=C[C@]4(C)[C@@]3(F)[C@@H](O)C[C@]2(C)[C@@]1(O)C(=O)COP(=O)(O)O (some centres undefined)
  0.0, -8, 0.4, 0
CCN1C(=O)c2ccccc2Sc2ccc(NC(=O)NCCCOC(C)C)cc21
  0.6, 21, 0.0, -3
C/C(CN1C(=O)c2ccccc2C1=O)=N\NC(=O)c1cccc(Cl)c1
  0.3, -66, -1.0, 9
O=C(c1cc(-c2cccs2)[nH]n1)N1CCN(C(=O)[C@@H]2C[C@H]2c2ccc(F)cc2)CC1
  -0.1, 4, -0.4, 14
Cc1cc(=O)[nH]c(NCCO)n1
  0.1, -2, 2.0, -4
CCCCNCCOCCOc1cccc(OCC)c1
  -0.1, -3, -1.4, 5
COc1ccc(C(=O)N2CC3(C)CC2CC(C)(C)C3)cc1[N+](=O)[O-] (centres undefined)
  0.8, -1, 0.8, 1

Molecules above containing a cyano group:
Second line of a record – FBW7 activator, TEAD-YAP block, GPR151 activ, MITF inh
C#CCOc1ccc(C2C(C#N)=C(N)Oc3cc(O)ccc32)cc1OC (centres undefined)
  0.0, -3, 3.4, 19
CCOC(=O)c1ccc(NC(=O)/C(C#N)=C/c2ccc(OC)cc2)cc1
  -0.1, 3, -0.1, 8

Quoted from the listing.
CC(=O)N1c2ccc(Br)cc2C2(c3ccccc3)N(C(C)=O)c3ccc(Br)cc3C12c1ccccc1 (centres undefined) – FBW7 activator = -0.1
Cc1ncc(CO)c2cc(C(=O)Nc3ccccc3)c(=Nc3cccc(Cl)c3)oc12 – MITF inh = 2
O=C(COc1cc(Cl)ccc1Cl)N(Cc1ccccc1)c1cccc([N+](=O)[O-])c1 – TEAD-YAP block = 1
Cc1cc(C)c(OCC(O)Cn2c(C)nc3ccccc32)c(C)c1 (centres undefined) – FBW7 activator = 0.1
CC1(C)COC2(OC1)C(=O)Nc1ccccc12 – MITF inh = 10
COc1ccc(-n2ncc3c(SCC(=O)NNC(C)=O)ncnc32)cc1 – MITF inh = 1
CC1CCN(C(=O)c2cc3c(s2)-c2ccccc2S(=O)(=O)C3)CC1 – TEAD-YAP block = -25

Other results
Second line of a record – FBW7 activator, TEAD-YAP block, GPR151 activ, MITF inh
CN1C(=O)[C@H]2CN(C(=O)c3ccccc3Cl)CCN2C(=O)[C@@H]1CO
  0.3, -4, 0.1, 5
CCOc1cc(/C=C2\C=C(c3ccc(Cl)cc3)OC2=O)cc(Br)c1OC(C)=O
  -0.1, 7, 1.2, 1
CSc1sc(C)cc1/C=N/O
  0.1, -6, -0.6, 11
C/C(CC(=O)NC12CC3CC(CC(C3)C1)C2)=N\NS(=O)(=O)c1ccc2ccccc2c1
  0.0, -4, -0.4, 16
CCCC(CCC(=O)Nc1cccc(C(=O)O)c1)C(=O)O (centres undefined)
  -0.2, -6, -2.3, -9
O=C(CC(c1ccccc1)c1ccco1)NCC1CC(Cc2cccc(F)c2)=NO1 (centres undefined)
  0.7, 0, -1.1, 13
CCC(NS(=O)(=O)c1cc(C)ccc1OC)C12CC3CC(CC(C3)C1)C2 (centres undefined)
  0.1, -6, -1.1, -6
C[C@@H](c1ccccc1)N1C(=O)[C@H]2[C@H]3[C@H](O)[C@H](O)C/C(=N\OC[C@@H](O)COCc4ccco4)[C@H]3CC[C@H]2C1=O
  0.1, x, -0.3, 5
C=CCOc1c(Br)cc(/C=c2\sc3n(c2=O)C(c2ccccc2)C(C(=O)OCC)=C(C)N=3)cc1OC (centres undefined)
  -0.1, 1, 0.1, -1
CCOc1ccc(-c2nc(C#N)c(NC3CC3)o2)cc1
  0.0, -19, -1.4, 7
O=C(O)c1cccc(NC(=S)NC(=O)c2ccccc2[N+](=O)[O-])c1
  0.0, -13, -0.3, -18
CCn1c(=S)sc2c(=O)n(-c3ccccc3)c(SCC(=O)Nc3ccc(C)c(C)c3)nc21
  -0.1, 28, 2.5, -5
CC(NC(=O)CCC(=O)N1CCOc2ccccc21)c1ccccc1 (centres undefined)
  -0.2, 2, 0.9, 3
CC1C(c2ccc(Cl)cc2)=[N+]([O-])C(C)(C)N1O (centres undefined)
  0.1, -2, -1.0, -6
O=C(c1c(Cl)cccc1Cl)N1CCN(c2ccccc2)CC1
  0.0, -2, -0.2, 1
Cc1cc(-c2cn[nH]c2C2CCCN(CC(=O)NC(C)C)C2)on1 (centres undefined)
  0.4, 1, -1.0, 1
Cc1ccc(C)c(NS(=O)(=O)c2c(C)ccc3nsnc23)c1
  -0.2, -5, 0.6, -9
COc1ccc(CNS(=O)(=O)c2cc(Cl)c(C)cc2OC)cc1
  0.7, 2, -0.2, 14
OCCNc1nc(NCc2cccnc2)nc2c1ncn2C1CCCCC1
  0.0, -4, -0.7, 5
COc1ccc(Cn2c(=S)[nH]c3cc(C(=O)Nc4ccc(C)c(C)c4)ccc3c2=O)cc1
  0.0, -5, 1.6, 9
CSc1cccc(NC(=O)c2nnn(Cc3ccc(C)cc3)c2N)c1
  0.1, 10, -1.4, 24
CCC(=O)N(CC(=O)Nc1sc(C)c(C)c1C(N)=O)C1CCCCC1
  -0.1, -4, 0.3, 3
COc1ccc(CC(=O)Nc2cccc(-c3cn4cccc(C)c4n3)c2)cc1
  0.0, -46, -0.5, 11
COc1ccc(Cl)cc1Nc1nc(C)nc2sc3c(c12)CCCC3
  0.0, -1, -1.2, 9
CCOc1ccc2cc3c(N)c(C(=O)OC)sc3nc2c1
  0.1, -4, -0.1, -3
NC(=O)c1ccc(NC(=O)COC(=O)c2ccc(OC(F)(F)F)cc2)cc1
  0.1, 7, 1.9, 5
COc1ccccc1C(=O)NC(=S)Nc1ccccc1N1CCOCC1
  0.8, -1, -0.9, 12
C=CCNC(=O)C1CCN(S(=O)(=O)N2CCCCC2)CC1
  0.1, -9, -0.3, -14
CCOc1ccccc1NC(=O)c1sc2ncnc(N(C)c3ccccc3)c2c1C
  0.1, 6, -0.6, 5
CCOC(=O)C(SC(=S)Nn1cnnc1)C(C)=O (centres undefined)
  1.5, -6, 0.2, 20
COc1ccc(NC2=CC(=O)CCC2)cc1
  0.1, 8, -0.5, 4
O=C(c1ccc(Cn2cnnn2)cc1)N1CCCC(CO)(Cc2ccccc2)C1 (centres undefined)
  -0.1, -39, -0.1, 2
Fc1ccccc1N1CCN(C(c2ccncc2)c2nnnn2C2CCCCC2)CC1 (centres undefined)
  0.2, 3, 0.8, 5
COc1ccccc1C(=O)Nc1nnc(-c2ccco2)s1
  0.2, -37, -0.5, 24
COc1ccc(C(=O)c2ccc(OC)c(Br)c2)cc1Br
  0.3, 8, -0.4, -1
O=C(CCBr)NC(=O)Oc1ccc(Cl)cc1
  -0.1, -4, -1.6, -11
CC1=NN(c2ccccc2)C(=O)/C1=C\Nc1ccc(Oc2ccc(N/C=C3/C(=O)N(c4ccccc4)N=C3C)cc2)cc1
  0.0, -3, 0.1, 1
O=C(NC1CCN(Cc2ccccc2)CC1)C12CC3CC(CC(C3)C1)C2
  1.0, -7, -1.6, 15
COC(=O)Cn1nc(C(c2ccccc2)c2ccccc2)oc1=O
  -0.1, -10, 0.1, -10
CC1=C(C(=O)Nc2ccccc2)C(c2ccccc2)n2ncc(C(=O)Nc3ccccc3)c2N1 (centres undefined)
  -0.1, 0, 0.1, -4
CCCS(=O)(=O)N1CCC(c2nc3c(nnn3Cc3ccccc3)c(=O)[nH]2)CC1
  -0.1, 9, -0.1, -17
COCCNc1nc(=O)[nH]nc1C
  0.4, 11, 4.0, 11
O=C(CCCl)Nc1nnc(SCc2ccc(Br)cc2)s1
  0.2, 0, -0.8, 38
CC(=O)Nc1ccc(N(C)C(C)=O)cc1
  0.0, 1, 0.0, 7
CCOc1ccc(NS(=O)(=O)c2cc(Br)ccc2OC)cc1
  0.0, 7, 1.3, 3
COC(=O)c1oc2nc(C)cc(C)c2c1N
  0.3, 4, 1.2, -3
NC(=O)NC(c1ccccc1)c1ccccc1F (centres undefined)
  0.7, 6, -0.6, 19
CN(c1ccccc1)S(=O)(=O)c1cccc(NS(=O)(=O)c2ccc(Cl)s2)c1
  0.1, 6, 1.1, 8
O=C(COc1cc(Cl)ccc1Cl)Nc1ccc2c(c1)OCCO2
  0.0, -12, 1.8, -1
CCOC(=O)C1=CN(c2ccc(F)cc2)C=C(C(=O)OCC)C1c1ccc2c(c1)OCO2
  0.2, 12, -0.8, -4
COc1ccc(C(=O)Nc2ccnn2C2CCCC2)cc1S(=O)(=O)N1CCOCC1
  0.1, 0, 1.1, -3
O=C(NCCCN1CCOCC1)c1ccc(S(=O)(=O)c2ccc(Br)cc2)c([N+](=O)[O-])c1
  0.1, 18, -1.0, 10
Cc1ccnc(SCCn2c(N3CCc4ccccc4C3)nc3c2c(=O)n(C)c(=O)n3C)n1
  0.0, -16, -0.4, 4
O=C(CSc1ccc2nnc(-c3cccnc3)n2n1)N1CCCCCC1
  0.3, 2, -1.2, 10
CC1=C(C(=O)OCCOc2ccccc2)C(c2cccc(F)c2)NC(=O)N1 (centres undefined)
  0.2, -16, 0.3, 15
COc1ccc(C2NC(=O)NC(C)=C2C(=O)Nc2cc(C)cc(C)c2)cc1OC (centres undefined)
  0.3, -3, -0.2, -19
COc1cc(Br)ccc1OCC(=O)N/N=C/c1ccc(C)cc1O
  -0.2, 1, -0.5, 5
CCCN1CCC(=NNC(=O)c2cccc(Br)c2)CC1
  0.2, -30, 0.3, 10
Cc1sc2nc(C)n(C3CCN(CC(=O)N4CCCCC4)CC3)c(=O)c2c1C
  -0.1, 10, -0.4, -4
Cc1cncc2c(S(=O)(=O)N3CC[C@@H](NC(=O)C(O)c4ccc(F)cc4F)C3)cccc12 (some centres undefined)
  0.2, -7, -0.1, 59*

(more compounds)
Second line of a record – FBW7 activator, TEAD-YAP block, GPR151 activ, MITF inh
COc1ccc(CNC(=O)C2CC(=O)N(C3CCCCC3)C2)cc1 (centres undefined)
  -0.2, -3, 1.0, -2
COc1ccc(CC(=O)N2CCCCC2c2nc3ccccc3[nH]2)cc1OC (centres undefined)
  -0.1, 13, 0.0, 8
O=C1C(=O)N(CCCO)C(c2ccc(F)cc2)/C1=C(/O)c1ccc([N+](=O)[O-])cc1 (centres undefined)
  -0.2, 3, -0.7, 11
CCOC(=O)C1(C(=O)OCC)C(c2ccccc2OC)CC(O)N1C(C)=O (centres undefined)
  0.0, -2, -0.1, 5
O=[N+]([O-])c1nn(-c2cccc(Cl)c2)n(O)c1=NCCc1ccccc1
  -0.2, -1, 1.7, 32
Cc1nc(CN(C)C(=O)c2cnn(-c3ncc4c(n3)-c3ccccc3CC4)c2C)cs1
  -0.2, -7, -1.1, -1
CCN(CC)S(=O)(=O)c1ccc(NC(=O)COc2cccc(C)c2)cc1
  0.1, 2, 1.0, 2
